T cell modulator: modulators of CD8 T cell-vesicle binding, primary screen, mouse 2C CD8+ T cells, flow cytometry; 2C CD8+ T cell-vesicle binding; stronger effect = lower value; calls only at 7 µM; actives 0.068% (n = 330,000); AID 2052, 2009;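 active = response, share of CD8 T cells binding vesicles, and their 90th percentile fluorescence all below set limits, cut at about 80% in these data, passing the limit was not always enough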
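Assay system: 2C TCR transgenic mouse naive CD8+ T cells, MACS-purified | Read-out: CD8+ gate FL2 mean fluorescence as % of same-row positive control | Signal: High-throughput flow cytometry with anti-B7-1 and anti-CD8 staining | Timing: Binding step 1.5 h, 37 °C, antibody labelling 20 min, ice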
T cell modulator vesicle-bound %: recorded beside T cell modulator, whose call it bears; double positive events, %; measured here: CD8+ vesicle-bound cell fraction;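 binding gate set so that unloaded-vesicle control wells show 10% double positive cells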
Starred values were filed as active, the others as inactive; i = inactive. This is a subset, so the mix of outcomes need not match the whole.

SMILES	T cell modulator	T cell modulator vesicle-bound %
O=C(CSc1ccc(F)cc1)NCC1(N2CCOCC2)CCCCC1	i	38
Cc1nc(NC(=O)c2cccnc2Cl)sc1C	i	16
Cc1noc(C)c1CSCC(=O)N(C)CC(=O)Nc1ccc(Cl)c(C(F)(F)F)c1	i	13
COc1ccc(C(=O)OCC(=O)c2ccc(F)cc2)cc1OC	i	34
O=C1CC(c2ccccc2)c2cccc(F)c21 (stereo unspecified)	i	58
CCC(CC)CN1CCN=C1Nc1ccccc1	i	24
CCOC(=O)c1ccc(CC2SC(N)=NC2=O)cc1 (stereo unspecified)	i	46
C/C(CC(=O)Nc1ccccc1C(F)(F)F)=N\NC(=O)c1cnccn1	i	27
CN1CCN(C(c2ccc(Cl)cc2)c2cc(Cl)c3cccnc3c2O)CC1 (stereo unspecified)	i	38
CC(=O)Nc1ccc(S(=O)(=O)NCCC(=O)NCc2ccncc2)cc1	i	56
CCN(CC)CCN(C(=O)c1cc2c(ccc3ccccc32)oc1=O)c1nc2cc3c(cc2s1)OCCO3	i	66
Cc1ccc(-n2c(N)cc(=O)nc2SCC(=O)N2CCN(c3ccccc3)CC2)cc1C	i	36
Cc1cccc(N2N=C(C(=O)O)CCC2=O)c1	i	42
CCCCn1c(N)c(N(CC(C)C)C(=O)c2ccc(Br)o2)c(=O)[nH]c1=O	i	16
CC(C)c1ccc(C2C(C(=O)c3ccco3)=C(O)C(=O)N2CC2CCCO2)cc1 (stereo unspecified)	i	16
Cc1nn(CC(=O)N(C)C)c(C)c1S(=O)(=O)N1CCOCC1	i	30
CCOc1ccc(/C(CCC(=O)O)=N/NC(=O)c2cccc(S(=O)(=O)Nc3ccccc3OC)c2)cc1	i	37
CCCC(=O)N(Cc1cc(=O)[nH]c2ccccc12)c1ccccc1	i	42
Cc1cccc(NC(=O)c2ccc3c(c2)C(=O)N(c2ccccn2)C3=O)c1C	i	16
CCc1cccc2c1Sc1ccccc1CC2N1CCNCC1 (stereo unspecified)	i	34
COc1cc(-c2noc(C)c2C#CC2(N)CCCCC2)cc(OC)c1OC	i	24
O=C(c1ccco1)N(Cc1ccco1)Cc1cc2ccccc2[nH]c1=O	i	16
CCOc1ccc2nc(N(CCCN(C)C)C(=O)c3ccc(C(=O)c4ccccc4)cc3)sc2c1	i	37
CC(Sc1nccn1C)C(=O)Nc1ccc(C(N)=O)cc1 (stereo unspecified)	i	7
CCCn1c(C)cc(/C=C(\C#N)C(=O)OCC(=O)Nc2cccc(S(N)(=O)=O)c2)c1C	i	40
Cc1cnc(C(=O)OC(C)C(=O)Nc2cccc3ccccc23)cn1 (stereo unspecified)	i	30
CCN(Cc1ccccc1)S(=O)(=O)c1c(N)n(C)c(=O)n(C)c1=O	i	17
COc1ccc(N2C(=O)N3[C@H](c4ccc(Cl)cc4)[C@@H]4C(=O)N(C5CCCCC5)C(=O)[C@@H]4[C@]3(Cc3ccc(Cl)cc3)C2=O)cc1	i	38
COC(=O)[C@@H]1CC[C@@](C)(c2ccc(OC)cc2)C1(C)C	i	33
Cc1ccc(S(=O)(=O)N2CC(=NN=C(N)N)C2)cc1	i	46

Molecules from the list above with four or more nitrogen atoms (nine):
SMILES	T cell modulator	T cell modulator vesicle-bound %
C/C(CC(=O)Nc1ccccc1C(F)(F)F)=N\NC(=O)c1cnccn1	i	27
CC(=O)Nc1ccc(S(=O)(=O)NCCC(=O)NCc2ccncc2)cc1	i	56
Cc1ccc(-n2c(N)cc(=O)nc2SCC(=O)N2CCN(c3ccccc3)CC2)cc1C	i	36
CCCCn1c(N)c(N(CC(C)C)C(=O)c2ccc(Br)o2)c(=O)[nH]c1=O	i	16
Cc1nn(CC(=O)N(C)C)c(C)c1S(=O)(=O)N1CCOCC1	i	30
CC(Sc1nccn1C)C(=O)Nc1ccc(C(N)=O)cc1 (stereo unspecified)	i	7
CCCn1c(C)cc(/C=C(\C#N)C(=O)OCC(=O)Nc2cccc(S(N)(=O)=O)c2)c1C	i	40
CCN(Cc1ccccc1)S(=O)(=O)c1c(N)n(C)c(=O)n(C)c1=O	i	17
Cc1ccc(S(=O)(=O)N2CC(=NN=C(N)N)C2)cc1	i	46

(listing goes on)
SMILES	T cell modulator	T cell modulator vesicle-bound %
O=C(CCCN=C1NS(=O)(=O)c2ccccc21)Nc1ccc(Cl)cc1	i	27
Cc1ccccc1S(=O)(=O)N1[C@@H](c2ccc(Br)cc2)C(C(=O)O)=CC[C@H]1c1ccc(Cl)cc1	i	9
O=C(Nc1nnc(S(=O)(=O)N2CCCCCC2)s1)c1ccc(Br)cc1	i	28
CC1CCN(C(=O)COC(=O)Cc2ccc(Br)cc2)CC1	i	47
N#CC1(NC(=O)CSc2nnc(COc3ccccc3F)n2N)CCCCC1	i	35
CCc1ccc(NC(=O)C(=O)NCCN2CCN(S(=O)(=O)c3ccccc3)CC2)cc1	i	6
COc1ccccc1C(=O)OCc1c(-c2ccccc2)ncc2ccccc12	i	8
O=C(COC(=O)c1cc([N+](=O)[O-])ccc1N1CCOCC1)c1ccc(OC(F)F)cc1OC(F)F	i	33
COc1ccc(CN2CCCC(C(=O)Nc3cccc(-n4cnnn4)c3)C2)c(C)c1C (stereo unspecified)	i	31
O=C(CSc1ncccn1)Nc1cccc2ccccc12	i	42
CC(=O)N1c2ccc(S(=O)(=O)N3CCC(C(=O)NCc4ccc(C)cc4)CC3)cc2CC1C (stereo unspecified)	i	16
CCOc1ccc(-c2nc(CSCC(=O)NCCCN3CCCC3=O)c(C)o2)cc1	i	18
C#Cc1cccc(NC(=O)c2ccc3c(c2)C(=O)N(Cc2cccnc2)C3=O)c1	i	15
COc1cc(OC)cc(-c2c(-c3cccs3)c3cc(-c4ccn[nH]4)ccc3n2C)c1	i	36
COCc1cc(C)nc(SCC(=O)NC2CCCCC2C)c1C#N (stereo unspecified)	i	12
CC1(C)NC(=O)N(CCC(=O)Nc2cc(C(F)(F)F)ccc2Cl)C1=O	i	48
CC(=O)Nc1ccc(NC(=O)c2ccc(NS(=O)(=O)c3cccc4cccnc34)cc2)cc1	i	38
CSc1ccccc1NC(=O)CN1CCN(c2ccccn2)CC1	i	5
CCC(C(=O)OCC(=O)N1CCN(S(=O)(=O)c2ccc(C)cc2C)CC1)c1ccccc1 (stereo unspecified)	i	36
O=C(O)c1cc(Nc2cc(Cl)c3nonc3c2[N+](=O)[O-])ccc1O	i	22
C=C(c1ccccc1Cl)[n+]1ccccc1	i	8
O=C(CNC(=O)c1ccc(Cl)c([N+](=O)[O-])c1)OC1CCCCC1=O (stereo unspecified)	i	30
Cn1cc(S(=O)(=O)N2CCOCC2)cc1C(=O)O	i	43
C/C(=N\NC(=O)CNC(=O)c1ccco1)c1ccc(Br)cc1	i	21
CC(Oc1cccc(Cl)c1)C(=O)NC1CC(C)(C)NC(C)(C)C1 (stereo unspecified)	i	72
Cc1cc(C)cc(Nc2ccc(C(=O)O)cc2[N+](=O)[O-])c1	i	42
COc1cccc(C2c3[nH]c4ccccc4c3C[C@H]3C(=O)N(c4ccccc4C(=O)NCCCN4CCOCC4)C(=O)N23)c1 (stereo partly specified)	i	27
COc1ccccc1C1CCN(Cc2ccc(Cl)cc2Cl)CC1	i	27
COc1ccc(CNCc2cccn2C)cc1	i	67
COc1ccc(CC(=O)N2CCC3(CC2)NCCc2[nH]cnc23)cc1	i	22
CSc1ccc(/C=C(/NC(=O)c2ccco2)C(=O)N2CCCCC2)cc1	i	57
Cc1ccc(NC(=O)CN(C)Cc2c(O)ccc3ccccc23)cc1	i	50
Cc1cccc(NC(=O)C2COc3ccccc3O2)c1 (stereo unspecified)	i	44
COc1cc(NC(=O)c2[nH]cnc2C(N)=O)cc(C(=O)Nc2cccc(C(F)(F)F)c2)c1	i	9
COc1ccccc1C(=O)NC(=O)COC(=O)CCOc1ccc(C)cc1	i	19
CCc1ccccc1NC(=O)CN(C1CCCCC1)S(C)(=O)=O	i	64
COc1ccc(C(=O)NCCSCc2cccc(Cl)c2)cc1OC	i	53
Cc1ccccc1CNC(=O)c1cc2ccccc2o1	i	53
Cc1nc(SCC(=O)NCC2CCCO2)nc(C)c1C (stereo unspecified)	i	49
Cc1oc(-c2cccc(F)c2)nc1CN1CCCN(C(=O)c2ccco2)CC1	i	27

Laid out differently: 2 of the compounds above.
compound,T cell modulator,T cell modulator vesicle-bound %
O=C(c1ccco1)N(Cc1ccco1)Cc1cc2ccccc2[nH]c1=O,i,16
CSc1ccc(/C=C(/NC(=O)c2ccco2)C(=O)N2CCCCC2)cc1,i,57

Carrying on.
SMILES	T cell modulator	T cell modulator vesicle-bound %
Cc1ccc(NC(=S)Nn2cnnc2)c(C)c1	i	48
CC(=O)c1cn(CCOc2ccc(F)cc2)c2ccccc12	i	54
CC(C)c1ccc(NC(=O)NC2(C(=O)NCc3cccnc3)CCCCC2)cc1	i	18
COc1ccc(S(=O)(=O)N2CCOCC2)cc1NC(=O)CSc1nnc(NC2CC2)s1	i	33
Cc1ccc(-c2nc(-c3ccncc3)no2)c(C)c1	i	59
COc1ccc(C(=O)N2CCC(C(=O)N3CCN(c4ccccc4)CC3)CC2)cc1	i	27
O=C(NCCN1CCOCC1)c1cccc(S(=O)(=O)N2CCCCC2)c1	i	14
O=c1c2ccccc2ncn1-c1ccc([N+](=O)[O-])cc1Cl	i	35
COc1ccc(S(=O)(=O)N2CCCCC2)cc1NC(=O)COC(=O)c1ccco1	i	7
CCn1cc(C(=O)NCCC(C)C)c(=O)c2cc(F)c(N3CCN(C(=O)c4ccco4)CC3)cc21	i	24
CCc1cccc(NC(=O)CC2Oc3ccccc3NC2=O)c1 (stereo unspecified)	i	43
COc1cccc2c1cc1c(=O)n(CC(=O)NCCCN3CCCCC3)nc(C)n12	i	35
CCc1ccc2cccc3c2c1N=CN3C	i	22
COc1ccc(S(=O)(=O)N2CCN(Cc3cccc([N+](=O)[O-])c3)CC2)cc1	i	50
COc1ccc(N(CCC(=O)Nc2ccccc2F)S(=O)(=O)c2ccc(C)cc2C)cc1	i	59
COc1ccc(-c2cc(C(=O)N(C)Cc3cccc(OC)c3OC)c3ccccc3n2)cc1OC	i	22
COc1ccc(CN(CC(=O)NCc2ccco2)C(=O)CNS(=O)(=O)c2ccc(C)cc2)cc1	i	29
COc1ccc(Cl)cc1N(C(=O)c1ccco1)C(C(=O)NC1CCCC1)c1ccco1 (stereo unspecified)	i	11
COc1cc(C(=O)OCCCc2cc3ccccc3c(=O)o2)cc(OC)c1OC	i	36
c1ccc(OCCN2CCOCC2)cc1	i	20

Three compounds out of the list, sorted by number of heavy atoms, lowest first.
SMILES	T cell modulator	T cell modulator vesicle-bound %
O=c1c2ccccc2ncn1-c1ccc([N+](=O)[O-])cc1Cl	i	35
CCCCn1c(N)c(N(CC(C)C)C(=O)c2ccc(Br)o2)c(=O)[nH]c1=O	i	16
CCC(C(=O)OCC(=O)N1CCN(S(=O)(=O)c2ccc(C)cc2C)CC1)c1ccccc1 (stereo unspecified)	i	36

New compounds follow.
SMILES	T cell modulator	T cell modulator vesicle-bound %
COc1ccc(NC(=O)COc2ccc(/C=C/c3cccc[n+]3C)cc2OC)cc1	i	30
c1ccc2c(C[C@@H]3CNCCN3CCCCC3CCCCC3)cccc2c1	i	26
C=CCOc1ccccc1C(=O)/C=C1/C(=O)Nc2ccccc21	i	56
COc1ccc(Nc2nc(N)c([N+](=O)[O-])c(NC3CCCCC3)n2)cc1	i	17
C=CCNC(=O)c1ccccc1NS(=O)(=O)c1ccc(OC)c(C(=O)N2CCOCC2)c1	i	28
CCN(CC)S(=O)(=O)c1ccc(C)c(NC(=O)CNCc2ccccc2OC)c1	i	52
COCc1cc(C)nc(SCC(=O)Nc2cc(C(F)(F)F)ccc2N2CCOCC2)c1C#N	i	8
Cc1ccc(C)c(S(=O)(=O)NCc2ccc3c(c2)OCO3)c1	i	60
CNC(=O)c1ccc(NC(=O)c2cc(S(=O)(=O)N(C)C)ccc2N2CCCC2)cc1	i	37
O=C(C(=O)N1CCN(c2ccccc2Cl)CC1)c1c[nH]c2ccccc12	i	24
CN1CCC(N(C)C(=O)c2cccc(S(=O)(=O)N3CCOCC3)c2)CC1	i	44
CNC(=O)c1c[nH]c2ccc(S(=O)(=O)Nc3ccccc3F)cc2c1=O	i	8
Cn1c(=O)c2c(SCC(=O)N3CCCCC3)nc(-c3ccccc3F)nc2n(C)c1=O	i	42
CCN1CCN(c2ccc(S(=O)(=O)N3CCCCC3)cc2NC(=O)c2ccc([N+](=O)[O-])s2)CC1	i	35
CC(=NNS(=O)(=O)c1cccc([N+](=O)[O-])c1)c1ccc(-n2ccnc2)cc1	i	40
Cc1noc(C)c1CSc1nnc2n(-c3ccccc3)c(=O)c3ccccc3n12	i	13
O=C1N[C@@H](c2ccccc2)COC(=O)[C@H](Cc2ccc(F)cc2)CC/C=C/C[C@H]1CC(=O)N(CCO)Cc1ccccc1	i	14
COC(=O)C1=C(C)N(CC2CC2)C(=NCCN2CCOCC2)N[C@H]1c1ccccc1	i	35
CC(C)(C)c1ccc(OCC(=O)Nc2ccncc2)c(Br)c1	i	54
CC(=O)Nc1ccc(CN2CCc3c([nH]c4ccccc34)C2C(C)(C)C)cc1 (stereo unspecified)	i	58
CCN(CC)CCNC(=O)CNC(=O)c1nn(-c2ccc(OC)cc2OC)c(=O)c2ccccc12	i	59
O=C(OCC(=O)c1cccc2ccccc12)c1ccc(CO)cc1	i	60
Cc1ccc(C)c(C(=O)C(C)OC(=O)CN2C(=O)NC3(CC(C)CC(C)(C)C3)C2=O)c1 (stereo unspecified)	i	17

Already shown: an excerpt of the list.
SMILES	T cell modulator	T cell modulator vesicle-bound %
O=C(OCC(=O)c1cccc2ccccc12)c1ccc(CO)cc1	i	60
Cc1ccc(C)c(C(=O)C(C)OC(=O)CN2C(=O)NC3(CC(C)CC(C)(C)C3)C2=O)c1 (stereo unspecified)	i	17

Source: PubChem (NMMLSC)
